Ba/F3 V617F tox – loss of viability in JAK2V617F-driven Ba/F3 cells | Ba/F3 EpoR-JAK2V617F viability, ATP luminescence | inhibition, % at 5.6 µM | actives 1.1% (n = 220,000);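 active = inhibition above the campaign mean plus 3 SD over all tested compounds, cut at about 24% in these data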;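 note: cytokine-independent growth of Ba/F3 cells driven by EpoR plus mutant JAK2; 0% = DMSO-treated cells and 100% = JAK inhibitor I control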
Wee1 stabilizer – human Wee1 degradation inhibition, primary screen. HeLa Luc-Wee1K328M stability, luciferase luminescence; 100% = proteasome inhibitor MG132 effect. reporter increase, % at 5 µM. AID 1321. P30291. actives 1.2% (n = 220,000);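 active = activation above the mean of all tested compounds plus 3 SD, set per screening run, cut at about 8.8% in these data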;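 note: cells exposed to compound for 20 h before luminescence read; 0% = DMSO alone and 100% = MG132 at 30 µM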
BaF3 tox – reduces parental Ba/F3 cell viability, JAK2V617F counter-screen; CellTiter-Glo ATP luminescence; inhibition, % at 5.6 µM; actives 1.1% (n = 220,000); AID 1486;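 active = inhibition above a per-campaign cutoff, the mean inhibition of all tested compounds plus 3 SD, cut at about 27% in these data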;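 note: 0% = DMSO wells and 100% = JAK Inhibitor I control wells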
Mdm2 ligase inh – blocks human Mdm2 ubiquitin ligase activity | Q00987 | actives 0.11% (n = 210,000) | cell-based MDM2 ubiquitination luciferase reporter, 2 h; 0 = plate control, 100 = twice control, blank-subtracted | signal enhancement, % at 5 µM;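 active = signal enhancement of 30% or more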;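 note: luminescence tracks abundance of the self-degrading MDM2-luciferase fusion protein; higher signal means inhibition of MDM2 E3 ligase activity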
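Assay system: stable mammalian line carrying autodegrading MDM2–luciferase fusion reporter; amount: 2000 cells seeded into each well; buffer or medium: DMEM; benchmarks: plate control and blank wells; signal: luciferase luminescence; timing: 2 h compound exposure at 37 °C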
PERK inhibitor – blocks human PERK kinase | Q9NZJ5 | CHO PERK-DD fusion, SEAP luminescence translation reporter | inhibition, % at 5.6 µM | actives 0.17% (n = 220,000) | AID 1416;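 active = inhibition above the mean inhibition of all tested compounds plus 3 SD, set separately per screening campaign, cut at about 2.9% in these data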;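 note: PERK kinase domain activated by AP20187 dimerizer at 100 nM; 0% = DMSO with dimerizer and 100% = rapamycin at 8.4 µM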
S1P4 agonist – activates the human S1P4 receptor. O95977. S1P4-expressing cell line, agonist reporter assay. activation, % at 4.98 µM. actives 0.35% (n = 220,000). AID 1509; in the data active = activation above about 11%;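 note: 0% = DMSO vehicle and 100% = reference agonist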
S1P4 antagonist – blocks the human S1P4 receptor. O95977. S1P4-expressing cells, antagonist mode, reporter read-out. inhibition, % at 4.98 µM. actives 0.26% (n = 220,000). AID 1510; in the data active = inhibition above about 29%;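 note: 0% = wells stimulated with agonist and 100% = vehicle wells without agonist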
NPY-Y2 PAM-ag – potentiators or agonists of human neuropeptide Y receptor Y2 | P49146 | cells expressing NPY-Y2, potentiator/agonist read-out | activation, % at 3.6 µM | actives 0.45% (n = 220,000); in the data active = activation above about 27%;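 note: cells stimulated with NPY near EC25 plus isoproterenol at EC100; 0% = vehicle plus submaximal agonist and 100% = vehicle plus saturating agonist; some results beyond the cut were filed as inactive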
Target sequence (P49146 whole entry, looked up): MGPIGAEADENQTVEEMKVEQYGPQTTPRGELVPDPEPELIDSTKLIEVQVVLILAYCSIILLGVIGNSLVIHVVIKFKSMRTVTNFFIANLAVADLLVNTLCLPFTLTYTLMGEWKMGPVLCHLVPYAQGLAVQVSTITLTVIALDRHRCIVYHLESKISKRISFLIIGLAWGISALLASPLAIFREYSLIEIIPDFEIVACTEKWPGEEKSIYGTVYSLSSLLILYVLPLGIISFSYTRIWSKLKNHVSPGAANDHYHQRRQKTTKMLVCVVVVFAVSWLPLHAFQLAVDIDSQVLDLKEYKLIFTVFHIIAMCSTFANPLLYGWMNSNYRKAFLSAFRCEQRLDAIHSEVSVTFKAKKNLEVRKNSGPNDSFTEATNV
eIF4E 4G PPI – eIF4E/eIF4G interaction inhibition in translation initiation; P63073+Q04637; TR-FRET eIF4E-eIF4GI(517-606) binding, 2 h; inhibition, % at 21.7 µM; actives 0.37% (n = 220,000);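 active = inhibition above about 30%, limit read from the data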;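 note: 0% = full FRET control wells and 100% = background wells lacking eIF4GI fragment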
Numbers without * were called inactive; [ ] = another dose, or the depositor's remark. This is a subset; the hit share may differ from the screen's.

Codes: A = Ba/F3 V617F tox; B = Wee1 stabilizer; C = BaF3 tox; D = Mdm2 ligase inh; E = PERK inhibitor; F = S1P4 agonist; G = S1P4 antagonist; H = NPY-Y2 PAM-ag; I = eIF4E 4G PPI
mol: O=c1c2ccccc2nc(CSc2ncnc3nc[nH]c23)n1-c1ccccc1
  A = 9	B = 3	C = 32*	D = -12	E = 1.3	F = -4.2	G = -7	H = 1	I = 4[fluorescence artefact?]

mol: COCCCNC(=O)c1c(N)n(Cc2ccco2)c2nc3ccccc3nc12
  A = 2	B = 1	C = -5	D = -14	E = 0.1	F = 1.5	G = 6	H = -9	I = 5

mol: O=c1c2ccccc2nc(-c2ccccc2)n1-n1cccc1
  A = 3	B = -1	C = 4	D = -28	E = -1.1	F = -1.1	G = -20	H = -5	I = 3[fluorescence artefact?]

mol: COc1ccc(NC(=O)c2cc([N+](=O)[O-])ccc2N2CCNCC2)cc1
  A = 5	B = -1	C = 2	D = -18	E = -0.1	F = -1.8	G = -36	H = 4	I = 1

mol: COc1ccc(S(=O)(=O)N2CC3CC(C2)c2cccc(=O)n2C3)cc1 (stereo not drawn)
  A = 3	B = -2	C = 9	D = -7	E = 0.3	F = -1.7	G = -3	H = -10	I = -2

mol: O=c1[nH]c(O)c(/C=C2\C=NN=C2c2ccccc2)c(=O)[nH]1
  A = 0	B = 0	C = 6	D = 1	E = 0.7	F = 1.0	G = -5	H = 1	I = 10[fluorescence artefact?]
